Salmonella PhoP GFP: Inhibition of PhoP regulon, Salmonella typhi GFP reporter cells, confirmation, 4 h (AID 1850) | Salmonella Typhi PhoP-promoter GFP reporter, fluorescence, 4 h; higher % means a stronger effect | inhibition, % at 50 µM, or IC50 in µM where a hit was titrated | actives 0.33% (n = 310,000); in the data active = a potency from the dose series; inconclusive = inhibition mostly from about 25% at the one dose, without a potency; inactive = the rest, 99 in 100 with inhibition below about 19%;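 also: 0% = induced wells with vehicle and 100% = uninduced wells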
M. tuberculosis: growth inhibition of non-replicating M. tuberculosis (AID 488890); Mycobacterium tuberculosis non-replicating, growth inhibition; higher % means a stronger effect; one-dose inhibition, % at 25 µM; IC50 in µM for titrated hits; actives 0.39% (n = 320,000); in the data active = a potency from the dose series; inconclusive = inhibition mostly from about 82% at the one dose, without a potency; inactive = the rest, 99 in 100 with inhibition below about 76%;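 also: plate controls were DMSO cells for no effect and high antibiotic wells for full effect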
inhibitors of VEEV: inhibitors of VEEV TC-83 cytopathic effect, confirmation, Vero cells (AID 588727); Vero cells, VEEV TC-83 cytopathic effect inhibition; higher % means a stronger effect; inhibition, % at 20 µM, or IC50 in µM where a hit was titrated; actives 0.13% (n = 350,000); in the data active = a potency from the dose series; inconclusive = inhibition mostly from about 14% at the one dose, without a potency; inactive = the rest, 99 in 100 with inhibition below about 12%; also: strong numbers were not always called active
influenza NS1A: H1N1 influenza NS1A inhibitors, functional cell based assay (AID 504329); NS1A functional cell-based assay, percent inhibition; higher % means a stronger effect; inhibition, % at 12.5 µM, or IC50 in µM where a hit was titrated; actives 0.3% (n = 340,000); in the data active = a potency from the dose series; inconclusive = inhibition above about 27% without an active follow-up result; also: strong numbers were not always called active
H37Rv inhibition: M. tuberculosis growth inhibition, HTS (AID 449762) | one-dose inhibition, % at 25 µM; IC50 in µM for titrated hits | actives 0.59% (n = 330,000) | M. tuberculosis H37Rv growth inhibition, 7H9 media; higher % means a stronger effect; in the data active = a potency from the dose series; inconclusive = inhibition above about 70% without an active follow-up result;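 also: bacterial growth assessed after seven days of incubation; strong numbers were not always called active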
inhibitors of VEEV 10K pilot screen: also measured in inhibitors of VEEV; calls as there; inhibition, %; measured here: 10K pilot screen inhibition
* hit, by the source's call; i = inactive; ? = inconclusive; / = no result given.

SMILES	Salmonella PhoP GFP	M. tuberculosis	inhibitors of VEEV	influenza NS1A	H37Rv inhibition	others
COCCNC(=O)C(c1ccc(Cl)cc1)N(CCOC)C(=O)CCC(=O)Nc1ccccn1 (stereo unspecified)	2%	-13%	0.3%	3%	-3%
CCOC(=O)c1sc(NC(=O)c2ccc3ncsc3c2)nc1C	-15%	/	1.4%	31%	-2%
Cc1cccc(NCc2nnc(-c3ccccc3)o2)c1C	8%	4.9µM*	1.9%	-5%	1%
Cc1cc(C)cc(NC(=O)CCc2ccc(C)o2)c1	-22%	1.4µM*	i	1%	43µM*
Cc1cccc(C(=O)Nc2ccccc2C(=O)OCC(=O)Nc2ccc(C#N)cc2)c1	-5%	?	2.1%	-4%	70%
CNc1cc(CS(=O)c2ccccc2)nc(-c2ccccc2)n1 (stereo unspecified)	3%	-8%	4.1%	-8%	-4%
Cc1ccc(C2=N/C(=C/N3CCOCC3)C(=O)O2)cc1	-5%	29%	2.6%	7%	3%
CCCC(=O)Oc1ccc(N(C(=O)CCC)S(=O)(=O)c2cccs2)cc1	-5%	-9%	2.8%	-2%	0%
CCN(CC)S(=O)(=O)c1cc(OCC(N)=O)c(C)cc1Cl	11%	-4%	4.9%	-3%	3%
Cn1c(/C(C#N)=C(\O)c2ccccc2Cl)nc2ccccc21	4%	?	0.8%	-18%	8%
Cc1nn(C)c(NC(=O)c2ccc(Cl)cc2Cl)c1Br	-1%	22%	i	16%	?
O=C(c1cnc2sccn2c1=O)N(Cc1ccccc1)c1ccccn1	-3%	4%	0.7%	25%	-8%
COc1cc(C(=O)OCC(=O)NC2CCCC2)cc(OC)c1OC	1%	-17%	1.6%	-15%	6%
COc1ccc(CCNC(=O)CSc2nc(=O)[nH]c3c2CCC3)cc1OC	-2%	-21%	0.8%	-9%	2%
CCOC(=O)c1c[nH]c2c(C)cc(C)cc2c1=O	9%	11%	i	-2%	8%	inhibitors of VEEV 10K pilot screen=3.9
CCOc1ccc(NS(=O)(=O)c2ccc(C(=O)NCC(c3ccco3)N3CCCC3)cc2)cc1 (stereo unspecified)	/	25%	1.2%	2%	-11%
CC(C)n1c(CN2CCN(C(=O)c3ccco3)CC2)nc2c1c(=O)n(C)c(=O)n2C	-1%	-6%	0.9%	-10%	-12%
CC12CCC(=O)C=C1CCC1C2CCC2(C)C(O)CCC12 (stereo unspecified)	-3%	29%	0.3%	7%	-2%
COc1ccc(OC(C)C(=O)NCCC2=CCCCC2)cc1 (stereo unspecified)	5%	37%	1.3%	-1%	4%
CCCCn1c(N)c(N(Cc2ccccc2OC)C(=O)CSCC(=O)Nc2cccc(C)c2)c(=O)[nH]c1=O	-3%	16%	2.1%	-20%	4%
CCN1CCN(c2ccc(S(=O)(=O)N3CCOCC3)cc2NC(=O)/C=C/c2ccc(OC)cc2OC)CC1	0%	3%	4.9%	3%	0%
O=C(CCSc1ccc(Cl)cc1)NC12CC3CC(CC(C3)C1)C2	0%	57%	i	2%	97%
COc1ccccc1-c1c(C)oc2c(CN3CCOCC3)c(O)ccc2c1=O	7%	-8%	1.5%	5%	1%
COc1cc(/C=N/NC(=O)c2cccnc2)ccc1OS(=O)(=O)c1ccc(F)cc1	7%	24%	0.9%	-10%	-2%
COc1ccccc1N1CCN(C(=O)c2coc(=O)c(Br)c2)CC1	-7%	-1%	0.6%	-17%	-4%
CC1CCN(Cc2ccc(NC(=O)C3CCN(c4nnc(-n5cccc5)s4)CC3)cc2)CC1	11%	4%	6.3%	6%	0%
Cc1cc(NC(=O)C(C)SCC(=O)NCc2ccc(F)cc2)no1 (stereo unspecified)	/	4%	i	-5%	-9%
CC(C)CC(C(=O)O)N1C(=O)C2C3CC(C2C1=O)C1C(c2ccccc2)c2sc(=O)[nH]c2SC31 (stereo unspecified)	-5%	-11%	0.8%	6%	4%
Cc1cc2nc(-c3ccc[nH]c3=O)n(Cc3ccccc3F)c2cc1C	0%	2%	3.0%	-5%	0%
COC(=O)N1C(=O)[C@@](c2ccccc2)(C(C)C)N1C(=O)OC	3%	2%	i	-7%	-2%
CCOc1ccc(NC(C(=O)Nc2cccc(C(C)=O)c2)c2ccccc2)cc1 (stereo unspecified)	-7%	17%	0.0%	-2%	?
Clc1ccc2c(NCc3ccccn3)ccnc2c1	24%	2%	i	1%	5%
c1ccc(CCCc2nc(-c3ccccn3)no2)cc1	-13%	56%	0.3%	-1%	-2%
CCn1ncc([C@@H]2C[C@H]3CN(Cc4ccccc4C)C(=O)[C@]34CCCN24)c1C	-6%	19%	i	-1%	8%
Cc1cccc(C(=O)NN(C)c2nc(-c3ccccc3)nnc2C(F)(F)F)c1	9%	-2%	0.8%	-8%	-4%
O=C(COC(=O)c1cc(-c2cccs2)nn1-c1ccccc1)Nc1cc([N+](=O)[O-])ccc1Cl	12%	8%	i	2%	1%
CN1C(=O)C2(c3ccccc31)N(C)CC(c1ccccc1)C21SC(=S)N(Cc2ccco2)C1=O (stereo unspecified)	-5%	/	i	21%	/
O=C1[C@@H]2CSCN2C(=O)CN1Cc1ccc(F)cc1	-7%	-2%	1.9%	-1%	-3%
COc1ccc(NC(=O)CSc2nc3c(c(=O)n(C)c(=O)n3C)n2C)c(OC)c1	8%	?	1.8%	2%	-10%
COc1cc(/C=N\Nc2nc3ccccc3[nH]2)cc(OC)c1OC	11%	8%	8.4%	-9%	7%

Next part (3 carried over from the part before).
SMILES	Salmonella PhoP GFP	M. tuberculosis	inhibitors of VEEV	influenza NS1A	H37Rv inhibition	others
O=C1[C@@H]2CSCN2C(=O)CN1Cc1ccc(F)cc1	-7%	-2%	1.9%	-1%	-3%
COc1ccc(NC(=O)CSc2nc3c(c(=O)n(C)c(=O)n3C)n2C)c(OC)c1	8%	?	1.8%	2%	-10%
COc1cc(/C=N\Nc2nc3ccccc3[nH]2)cc(OC)c1OC	11%	8%	8.4%	-9%	7%
O=C(CSc1nc(-c2ccccc2)cc(C(F)(F)F)n1)c1cccc([N+](=O)[O-])c1	-9%	4%	1.0%	6%	12%
Cn1cnc([N+](=O)[O-])c1S(=O)(=O)Oc1ccccc1	/	/	?	-11%	/
N#CCc1nc2c3c4c(sc3ncn2n1)CCCC4	/	/	1.1%	8%	/
CC1(C)CC2CC(C)(CN2Cc2c(O)ccc3ccccc23)C1 (stereo unspecified)	3%	79%	1.5%	1%	10%
Cc1cc(-c2ccccc2)nc2cc(C(=O)NCCCn3ccnc3)nn12	5%	-8%	0.6%	-3%	-13%
Cc1ccc(S(=O)(=O)N2CCCCC2CCNC(=O)C(=O)NCc2cccnc2)cc1 (stereo unspecified)	3%	-5%	i	-1%	-1%
COc1ccc(CN(C)C(=O)COC(=O)c2ccc3c(c2)OCO3)cc1OC	8%	-7%	1.0%	4%	4%
Fc1cccc(CNc2ncnc3cc(Cl)ccc23)c1F	-5%	31%	2.6%	-3%	14%
CC1CCC(NC(=O)CCn2ccc3cc(S(=O)(=O)N4CCCC4)ccc32)CC1 (stereo unspecified)	-13%	22%	1.4%	10%	-2%
Cc1nnn(-c2nonc2N)c1C(=O)NNC(=O)c1ccc(Cl)c(Cl)c1	19%	-3%	2.6%	-9%	57%
O=C(CN1C(=O)NC(Cc2ccccc2)C1=O)Nc1ccccc1OC(F)F (stereo unspecified)	0%	-9%	i	-4%	1%
Cc1ccc(S(=O)(=O)Cc2ccc(C(=O)N3CCN(c4cc(C)ccc4C)CC3)o2)cc1	3%	-12%	0.6%	1%	-4%
CCN1CCN(C(=S)NC(=O)c2cccs2)CC1	12%	55%	i	-8%	0%
Oc1ccc(/C=N/N2CCOCC2)c(O)c1O	-17%	-12%	1.4%	-15%	4%
CCOc1cc(Cl)c(S(=O)(=O)NCCCN2CCOCC2)cc1Cl	-5%	5%	2.1%	3%	5%
C/C(=N\NC(=O)CC1(C)OCCO1)c1cccs1	-2%	14%	0.7%	14%	8%
O=C1/C(=C/c2cccnc2)SC(=S)N1NS(=O)(=O)c1ccccc1	-7%	-15%	1.5%	-21%	0%
Cc1cc(C)c(NC(=O)COc2nc3ccccc3nc2C)c(C)c1	-3%	11%	2.7%	-5%	-14%
S=c1[nH]nc(Cc2ccccc2)n1-c1ccc(Cl)cc1	-2%	-29%	0.6%	-4%	2%
C1CC(CN2CCOCC2)CN(c2nc3nonc3nc2N2CCSCC2)C1 (stereo unspecified)	16%	-2%	1.1%	-3%	-7%

Some of these compounds in order of molecular weight, ascending:
SMILES	Salmonella PhoP GFP	M. tuberculosis	inhibitors of VEEV	influenza NS1A	H37Rv inhibition	others
Oc1ccc(/C=N/N2CCOCC2)c(O)c1O	-17%	-12%	1.4%	-15%	4%
C/C(=N\NC(=O)CC1(C)OCCO1)c1cccs1	-2%	14%	0.7%	14%	8%
N#CCc1nc2c3c4c(sc3ncn2n1)CCCC4	/	/	1.1%	8%	/
CCN1CCN(C(=S)NC(=O)c2cccs2)CC1	12%	55%	i	-8%	0%
S=c1[nH]nc(Cc2ccccc2)n1-c1ccc(Cl)cc1	-2%	-29%	0.6%	-4%	2%
Fc1cccc(CNc2ncnc3cc(Cl)ccc23)c1F	-5%	31%	2.6%	-3%	14%
CC1(C)CC2CC(C)(CN2Cc2c(O)ccc3ccccc23)C1 (stereo unspecified)	3%	79%	1.5%	1%	10%
Cc1cc(C)c(NC(=O)COc2nc3ccccc3nc2C)c(C)c1	-3%	11%	2.7%	-5%	-14%
Cc1cc(-c2ccccc2)nc2cc(C(=O)NCCCn3ccnc3)nn12	5%	-8%	0.6%	-3%	-13%
O=C1/C(=C/c2cccnc2)SC(=S)N1NS(=O)(=O)c1ccccc1	-7%	-15%	1.5%	-21%	0%
COc1ccc(CN(C)C(=O)COC(=O)c2ccc3c(c2)OCO3)cc1OC	8%	-7%	1.0%	4%	4%
O=C(CN1C(=O)NC(Cc2ccccc2)C1=O)Nc1ccccc1OC(F)F (stereo unspecified)	0%	-9%	i	-4%	1%
Cc1nnn(-c2nonc2N)c1C(=O)NNC(=O)c1ccc(Cl)c(Cl)c1	19%	-3%	2.6%	-9%	57%
C1CC(CN2CCOCC2)CN(c2nc3nonc3nc2N2CCSCC2)C1 (stereo unspecified)	16%	-2%	1.1%	-3%	-7%
CC1CCC(NC(=O)CCn2ccc3cc(S(=O)(=O)N4CCCC4)ccc32)CC1 (stereo unspecified)	-13%	22%	1.4%	10%	-2%
O=C(CSc1nc(-c2ccccc2)cc(C(F)(F)F)n1)c1cccc([N+](=O)[O-])c1	-9%	4%	1.0%	6%	12%
Cc1ccc(S(=O)(=O)N2CCCCC2CCNC(=O)C(=O)NCc2cccnc2)cc1 (stereo unspecified)	3%	-5%	i	-1%	-1%

The list goes on.
SMILES	Salmonella PhoP GFP	M. tuberculosis	inhibitors of VEEV	influenza NS1A	H37Rv inhibition	others
COc1ccccc1-n1cnnc1SCC(=O)Nc1cccnc1Cl	16%	12%	1.1%	-6%	8%
O=C(NC(=S)Nc1ccc2oc(-c3ccncc3)nc2c1)c1ccccc1F	1%	2%	0.3%	1%	-4%
Cc1nn2c3c(cnc2c1-c1ccc(Cl)cc1)C(=O)CC(c1ccco1)C3 (stereo unspecified)	6%	5%	i	-1%	-11%
Cc1ccc(C(=O)NC(=S)Nc2ccc(N3CCOCC3)cc2)cc1C	-12%	?	4.6%	-12%	47%
Cc1occc1C(=O)Nc1nnc(-c2ccncc2)s1	10%	-4%	4.8%	1%	-2%
CC(C)(C)OC(=O)C[C@@H]1C/C=C\C[C@H](CC(=O)N(CCO)Cc2ccccc2)C(=O)NCCOC1=O	/	16%	0.2%	-9%	4%
C/C(=N\NC(=O)c1cc(C(C)C)[nH]n1)c1ccncc1	-4%	-11%	0.1%	4%	4%
Cc1cc(C)cc(N2C(=O)CSC2c2cccs2)c1 (stereo unspecified)	-1%	1%	i	7%	2%
Cc1ccc(-c2cc(C(=O)Nc3cnn(C45CC6CC(CC(C6)C4)C5)c3)no2)cc1	3%	-6%	i	-11%	-12%

Assay outcomes as filed in PubChem.
